Source: PubChem
TLR4 MyD88 comp = blocks binding of human TLR4 to MyD88 | O00206+Q99836 | HeLa CL3-4 TLR4/MyD88 BLA complementation, FRET ratio | inhibition, % at 8.4 µM | actives 0.18% (n = 200,000); in the data active = inhibition above about 25%;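 note: 0% = vehicle and 100% = reference inhibitor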
Target sequence (O00206 whole entry, looked up): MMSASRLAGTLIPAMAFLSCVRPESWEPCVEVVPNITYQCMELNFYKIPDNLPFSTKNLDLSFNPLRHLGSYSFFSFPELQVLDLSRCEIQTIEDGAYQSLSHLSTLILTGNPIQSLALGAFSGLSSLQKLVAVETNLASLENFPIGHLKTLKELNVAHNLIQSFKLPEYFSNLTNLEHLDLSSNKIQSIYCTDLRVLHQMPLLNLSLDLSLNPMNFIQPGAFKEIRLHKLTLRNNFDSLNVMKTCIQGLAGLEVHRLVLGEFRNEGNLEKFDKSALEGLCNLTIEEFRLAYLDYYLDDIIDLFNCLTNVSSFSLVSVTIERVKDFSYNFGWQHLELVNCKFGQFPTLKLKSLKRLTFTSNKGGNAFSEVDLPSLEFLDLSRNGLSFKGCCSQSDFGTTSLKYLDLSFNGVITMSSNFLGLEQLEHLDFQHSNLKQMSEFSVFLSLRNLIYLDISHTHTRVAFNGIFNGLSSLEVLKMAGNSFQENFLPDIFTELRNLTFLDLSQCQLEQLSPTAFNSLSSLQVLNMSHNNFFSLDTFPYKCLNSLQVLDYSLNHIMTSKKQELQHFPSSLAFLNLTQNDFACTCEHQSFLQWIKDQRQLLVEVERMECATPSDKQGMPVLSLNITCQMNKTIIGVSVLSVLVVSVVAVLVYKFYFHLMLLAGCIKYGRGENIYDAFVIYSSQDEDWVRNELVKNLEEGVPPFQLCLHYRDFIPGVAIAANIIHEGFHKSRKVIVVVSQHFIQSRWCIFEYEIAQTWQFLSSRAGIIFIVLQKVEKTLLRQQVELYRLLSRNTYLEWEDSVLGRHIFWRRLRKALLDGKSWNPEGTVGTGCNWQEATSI
Target sequence (Q99836 whole entry, looked up): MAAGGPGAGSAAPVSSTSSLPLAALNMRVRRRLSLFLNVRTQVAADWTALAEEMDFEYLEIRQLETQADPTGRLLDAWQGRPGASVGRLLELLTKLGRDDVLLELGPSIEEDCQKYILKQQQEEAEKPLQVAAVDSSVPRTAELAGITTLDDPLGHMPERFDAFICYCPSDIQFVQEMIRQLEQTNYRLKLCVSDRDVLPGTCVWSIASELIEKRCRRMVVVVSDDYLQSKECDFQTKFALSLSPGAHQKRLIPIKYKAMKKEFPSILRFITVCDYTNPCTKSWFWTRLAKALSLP
PPARg SRC2 recr = promotes SRC-2 coactivator recruitment by human PPARgamma; actives 0.34% (n = 200,000); PPARgamma LBD-SRC-2 recruitment, biochemical; activation, % at 8 µM; in the data active = activation above about 22%;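 note: 0% = vehicle and 100% = reference agonist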
S1P3 antagonist = S1P3 (human) receptor antagonism; Q99500; CHO S1P3 NFAT-BLA reporter, FRET fluorescence, antagonist mode; inhibition, % at 4.98 µM; actives 0.27% (n = 170,000); AID 485;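 active = inhibition above the plate cutoff, the mean inhibition of test wells on that plate plus 3 SD, cut at about 28% in these data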;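 note: cells challenged with S1P at its EC80 of 0.8 µM; blue over green emission ratio from cleaved BLA substrate after 4 h stimulation; 0% = S1P-stimulated wells and 100% = unstimulated DMSO-only wells; some compounds past the cut are filed as inactive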
PPARg SRC1 recr = promotes SRC-1 coactivator recruitment by human PPARgamma; P37231; AID 631; activation, % at 8 µM; actives 0.41% (n = 200,000); PPARgamma-SRC-1 coactivator recruitment biochemical assay; in the data active = activation above about 19%;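 note: 0% = DMSO and 100% = reference agonist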
DTT redox prof = compounds producing H2O2 with reducing agent – biochemical, NIH compound library profiling, artefact control for MLSCN library redox annotation, primary screen; DTT-dependent redox cycling H2O2, phenol red/HRP absorbance; 100% = 100 µM peroxide control, 0% = buffer; actives 0.03% (n = 200,000); activation, % at 10 µM; AID 878;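 active = activation of at least 50% relative to the plate's high and low controls in the primary single-dose screen; inactive = activation below 50%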;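 note: compound incubated with DTT at 0.8 mM final as the reducing agent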
PPARg SRC3 recr = PPARgamma-driven SRC-3 recruitment agonism | P37231 | actives 0.26% (n = 200,000) | AID 731 | biochemical PPARgamma/SRC-3 coactivator recruitment assay | activation, % at 8 µM; in the data active = activation above about 23%;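 note: 0% = DMSO and 100% = reference agonist; some compounds past the cut are filed as inactive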
SRC2 TRFRET art = counter-screen for PPARgamma SRC-2 recruitment agonists: TR-FRET artefact; stronger effect = higher value; TR-FRET ratio at 8 µM; actives 0.4% (n = 200,000); AID 1049; in the data active = TR-FRET ratio above about 2000; note: inactives centre near 1500; reference of the scale not given here
bIAP inh = intestinal alkaline phosphatase (bovine) inhibition. purified bovine IAP, CDP-star luminescence, 30 min. inhibition, % at 20 µM. 190,000 tested, under 10 active. AID 1019;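 active = over 50% inhibition of intestinal alkaline phosphatase at 20 µM in the single-dose screen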
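Assay system: bovine IAP enzyme; medium: DEA buffer 100 mM, pH 9.8, with MgCl2 1.0 mM, ZnCl2 0.02 mM; doses: 20 µM single dose; incubation: enzyme reaction for 30 min at room temperature; detection: CDP-star luminescence signal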
ROMK mod = modulates human ROMK potassium channel activity. AID 1918. P48048. actives 2% (n = 130,000). Tet-inducible ROMK, thallium flux fluorescence; actives lie on both sides. B-score at 10 µM;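 active = signal ratio slope over the read window, or its plate-corrected B-score, at least 3 SD from the plate mean, either direction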;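 note: B-score of the F/F0 ratio slope over 7 to 12 s after thallium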
Lmaj promast = inhibitors of Leishmania major promastigote growth; Leishmania major promastigotes, resazurin fluorescence viability; inhibition, % at 10 µM; AID 1063; actives 9% (n = 200,000); in the data active = inhibition above about 50%;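 note: promastigotes grown with compound for 44 hours at 28 °C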
bIAP act = increases bovine intestinal alkaline phosphatase activity. purified bovine IAP, CDP-star luminescence, 30 min; stronger effect = higher value; fold of DMSO-control signal, blank-subtracted. activation factor at 20 µM. actives 0.17% (n = 200,000). AID 1016;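 active = activation factor of 2 or more at 20 µM, a signal rise over negative controls twice the positive control's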
* hit, by the source's call; / = no result given.

SMILES	TLR4 MyD88 comp	PPARg SRC2 recr	S1P3 antagonist	PPARg SRC1 recr	DTT redox prof	PPARg SRC3 recr	SRC2 TRFRET art	bIAP inh	ROMK mod	Lmaj promast	bIAP act
C=CCN(C(=O)CCC(=O)O)C1CC(=O)N(c2ccc(OCCC)cc2)C1=O (stereo not drawn)	-2	3	/	10	-2.9	-2	1640	3	1	-4	1
Cc1c(O)ccc2c3c(c(=O)oc12)CCC(C)C3 (stereo not drawn)	4	2	-10	2	0.4	7	1690	-12	-2.1	15	1.1
Cc1ccc(-n2c(C)cc(/C=N/NC(=O)c3ccncc3)c2C)c(C)c1	-6	-8	/	-2	1.6	-7	1622	-11	/	4	1.1
Cn1c(=O)n(Cc2ccccc2)c(=O)c2c1nc1n2CCCN1CCc1ccccc1	-3	8	/	0	0.3	6	1538	-4	-1.6	100*	1
COc1ccc(N2CCN(c3c(S(=O)(=O)c4ccccc4)cnc4ccc(OC)cc34)CC2)cc1	-1	2	2	2	-0.3	2	1459	5	/	61*	0.9
O=C(CSc1ncnc2sccc12)Nc1ccccc1	0	6	2	11	-0.3	1	1640	11	-0.49	15	0.9
CCOC(=O)c1c(NC(=O)C2C3CCC(O3)C2C(=O)O)sc(C)c1-c1ccc(C)cc1 (stereo not drawn)	-1	4	/	11	-0.6	11	1539	9	/	-9	0.9
CN1CCN(NC(=O)c2cn(-c3ccccc3)nc2-c2ccc(OC(F)F)cc2)CC1	-2	1	-14	-7	-1.9	0	1382	-6	-0.62	10	1.1
CC1(C)CC=C(NNC(=O)c2cccnc2)C(=O)C1	8	-10	-10	0	0.7	-3	1326	3	-0.2	0	1
O=C(COc1ccccc1)N(CCc1ccccc1)c1nc(-c2ccc(F)cc2)cs1	-3	-2	/	-3	-2.3	8	1594	35	/	4	0.6
COc1cc(-c2nc(CN3CCCN(C(=O)c4ccco4)CC3)c(C)o2)ccc1F	8	9	-2	2	-0.3	5	1572	-2	/	33	1
COc1cc(S(=O)(=O)N2CCOCC2)ccc1NC(=O)COC(=O)COc1ccccc1	19	3	-18	-5	-1.6	3	1604	2	1	-3	1
CCC(C)OC(=O)C1=C(C)NC2=C(C(=O)C(C(=O)OC)C(C)C2)C1c1ccc(N(C)C)cc1 (stereo not drawn)	-6	7	/	2	2.8	4	1428	-3	/	10	1
COC(=O)c1c(-c2ccccc2)csc1NC(=O)CSc1ncnc2sc(C)c(C)c12	2	11	/	-2	1.8	-3	1558	4	/	1	1
CC1=C(C(=O)OCC2CCCO2)C(c2ccc(Cl)cc2)NC(=O)N1 (stereo not drawn)	0	-1	1	3	0.2	-3	1544	-5	-0.076	-5	1
COc1cccc(-c2cc(C(=O)Nc3c(C)nn(Cc4ccccc4C)c3C)no2)c1	-2	11	39	6	-0.6	-7	1450	9	0.11	52*	0.9
COc1ccc(NC(=O)CSc2ccc3c(c2)OCCO3)cc1OC	0	8	/	3	1.0	17	1642	-2	/	2	1
O=[N+]([O-])c1cc(S(=O)(=O)c2ccc(N3CCCCC3)c([N+](=O)[O-])c2)ccc1N1CCCCC1	3	-3	-7	-5	3.8	-2	1445	6	-0.7	95*	0.9
c1coc(C2Nc3ccccc3-c3nc4ccccc4n32)c1 (stereo not drawn)	10	8	/	11	-2.3	5	1662	12	/	29	0.9
CCCC(=O)N1CCN(c2ccc(NC(=O)C(C)(C)C)cc2)CC1	-1	-11	/	5	2.0	13	1575	0	/	-7	1
CCOc1ccc(OCC)c(NC(=O)CC2Oc3ccc(C)cc3NC2=O)c1 (stereo not drawn)	6	-7	4	-3	-0.4	1	1463	9	/	5	0.9
OC(CNC1CCCC1)COc1c(F)cc(Br)cc1F (stereo not drawn)	0	2	/	-7	0.1	-4	1412	15	-1.7	93*	0.9
C=CCn1c(SC/C=C/c2ccccc2)nnc1-c1sc(N)nc1C	-7	-1	4	1	1.3	2	1323	6	/	9	0.9
COC(=O)c1c(NC(=O)CC2SC(N)=NC2=O)sc2c1CCC(C(C)(C)C)C2 (stereo not drawn)	-20	9	4	3	0.0	0	1671	30	0.84	7	0.7
CCN(CC)C(=O)c1sc2nc(-c3ccncc3)[nH]c(=O)c2c1C	0	2	-14	1	-1.1	-7	1542	5	/	-2	1
CCOc1cc(/C=C2/N=C(c3ccc(C(C)(C)C)cc3)OC2=O)cc(Cl)c1OS(C)(=O)=O	-3	12	/	6	-0.5	7	1669	-1	0.027	0	1
Cc1ccc(S(=O)(=O)/N=C(\N)Nc2nc(C)c3cc(C)ccc3n2)cc1	8	-6	/	2	-4.3	5	1374	2	/	1	1
COc1ccc2oc(=O)c(-c3cn4ccc(C)cc4n3)cc2c1	-3	-3	-5	-6	0.4	-1	1587	-5	0.37	-2	1
O=C(Nc1ccc(S(=O)(=O)Nc2ncccn2)cc1)c1cncc(Br)c1	-18	-1	-14	-3	0.6	-8	1464	12	/	-6	0.9
COc1ccc(C(=O)CSc2nc(C)cc(C)n2)cc1[N+](=O)[O-]	-8	3	-3	7	0.3	-4	1648	17	0.38	16	0.8
O=C(O)c1ccc2c(c1)C(=O)N(NC(=O)c1ccccc1)C2=O	-13	4	/	2	-7.3	6	1538	-2	-0.13	-5	1
Cc1cc(N2CCCCC2)nc2ccc(NC(=O)CCC(=O)NCCC(C)C)cc12	-3	5	/	-5	0.7	-1	1588	-8	-0.55	8	1.1
CC1=C(C(=O)Nc2ccccc2C(F)(F)F)C(c2ccc(C)s2)NC(=S)N1 (stereo not drawn)	-21	4	-10	9	-2.2	2	1465	11	0.78	10	0.9
Cn1nnnc1SCC(=O)NCc1cccc(C(=O)O)c1	-4	0	-29	-2	-1.0	1	1507	31	/	-5	0.7
O=C(CSc1nc(-c2ccc(F)cc2)nc2ccc(F)cc12)Nc1cccc(C(=O)O)c1	0	5	-8	9	0.6	1	1691	-10	0.18	-3	1.1
c1ccc2c(c1)oc1c(NCc3ccc4c(c3)OCO4)ncnc12	-5	-4	-16	-1	-0.3	-4	1481	16	-2.4	1	0.8
Cc1cccc(NC(=S)NN2CCN(C)CC2)c1C	-3	4	/	4	0.2	7	1528	5	-1.2	-5	1
Cc1cc(C)c2sc(N(CCCN(C)C)C(=O)CN3C(=O)c4ccccc4C3=O)nc2c1	15	-1	-16	5	-1.7	2	1718	-1	0.31	41	1
CC(=O)Nc1cc(-c2ccc(F)cc2)[nH]n1	8	4	4	-4	-1.9	-1	1359	-2	-0.53	25	1
C=CCC1(NC(C)c2ccccc2)CCCCC1 (stereo not drawn)	-6	-4	1	-6	0.5	0	1426	6	-0.45	57*	0.9
COc1ccccc1NC(=O)C1CCCCC1	-8	2	-19	4	1.2	-3	1564	11	/	-3	0.9
COc1ccccc1NC(=O)c1ccc(-n2cccn2)nc1	-1	4	/	-4	-6.7	-2	1463	2	/	-1	1
Clc1ccc(Nc2nc3cccnc3s2)cc1	-9	5	4	-6	-1.6	3	1439	2	-0.12	-3	1
Cc1cc(C)n(-c2ccc(-n3ccnc3)nn2)n1	-4	7	11	8	-0.5	2	1777	3	1.9	1	1
CCc1ccc(OCC(=O)OC2CCS(=O)(=O)C2)cc1 (stereo not drawn)	5	1	/	11	-2.9	-6	1762	-1	-0.18	-4	1
O=C(CCSc1nc(-c2ccc3c(c2)OCO3)cc(C(F)(F)F)n1)NCc1ccccc1	11	2	/	-7	1.8	-3	1396	10	/	8	0.9
C/C(=N/NS(=O)(=O)c1ccc(Br)cc1)c1ccc(NC(=O)c2ccc(C)o2)cc1	12	3	/	8	1.0	3	1512	-2	/	-1	1
COc1ccccc1NC(=O)C(=O)N1CCCC1	4	-2	-4	0	-0.1	-2	1479	5	-0.037	-6	1

Rewritten with values under each structure: entries from further up
Screens in order: TLR4 MyD88 comp	PPARg SRC2 recr	S1P3 antagonist	PPARg SRC1 recr	DTT redox prof	PPARg SRC3 recr	SRC2 TRFRET art	bIAP inh	ROMK mod	Lmaj promast	bIAP act
> Clc1ccc(Nc2nc3cccnc3s2)cc1
    -9	5	4	-6	-1.6	3	1439	2	-0.12	-3	1
> Cc1cc(C)n(-c2ccc(-n3ccnc3)nn2)n1
    -4	7	11	8	-0.5	2	1777	3	1.9	1	1

Further structures:
SMILES	TLR4 MyD88 comp	PPARg SRC2 recr	S1P3 antagonist	PPARg SRC1 recr	DTT redox prof	PPARg SRC3 recr	SRC2 TRFRET art	bIAP inh	ROMK mod	Lmaj promast	bIAP act
FC(F)(F)COc1nc(N2CCCCC2)nc(N2CCNCC2)n1	-4	-2	-16	1	-2.4	4	1470	3	/	2	1
CCn1c(SCC(=O)N2CCCc3ccccc32)nc2c(c1=O)SC(C)C2 (stereo not drawn)	-26	5	-8	4	0.2	1	1485	8	/	8	0.9
CC(=O)Nc1nc2n(n1)C(c1ccc(F)cc1)C=C(c1ccccc1)N2 (stereo not drawn)	34*	6	17	2	1.9	-1	1444	-4	-0.79	-5	1
CCCCCCCC(=O)OCC(O)CO (stereo not drawn)	-2	3	-9	-1	-0.6	-4	1386	1	/	-5	1
CCCCOC(=O)Nc1ccc(N2CCCCC2)cc1	-7	-9	/	3	0.7	5	1615	2	/	-4	1
O=C(O)CSc1nnc(-c2ccc3c(c2)OCO3)o1	1	13	/	-3	0.2	-4	1501	6	1.1	-10	0.9
C=C(C)[C@@H]1CC=C(CN2CCC(CCOC)(C(=O)OCC)CC2)CC1	17	13	-7	4	-0.3	4	1328	-15	-1.1	79*	1.2
COc1ccc(C(=S)N2CCN(C)CC2)cc1Br	-8	-7	-21	-5	0.0	-6	1224	2	0.46	92*	1
CC1(C)Cc2nc(N)c(C(=O)NCCO)cc2CO1	10	-1	/	5	-1.5	0	1561	10	0.0042	-5	0.9
Cn1c(N2CCCC2)nc2c1c(=O)n(Cc1ccc(F)cc1)c(=O)n2C	-1	3	-9	2	1.7	-11	1553	6	-1.7	2	0.9
CC(C)SCc1cc(N2CCCC2)nc(-c2ccccc2)n1	6	6	-20	3	-0.8	-6	1528	-13	-0.76	16	1.1
Cc1ccc(C(=O)NC(=S)N2CCN(c3ccc([N+](=O)[O-])cc3)CC2)cc1	-6	-8	-12	-4	-0.1	-2	1365	37	/	-8	0.6
COc1ccc(Cn2c(C)ccc2C)cc1	0	6	/	3	0.7	1	1556	10	-1	-8	0.9
Cc1ccc(OCC(=O)Nc2ccc(F)cc2)cc1C	10	-1	/	3	0.9	-9	1596	9	-0.41	-5	0.9
COc1cccc(/C=C2\N=C3CCCCCN3C2=O)c1	-10	-2	/	4	0.1	6	1349	13	-1	-2	0.9
Cc1ccccc1C(=O)Nc1cccc(NC(=O)c2ccc(-c3ccc(Br)cc3)o2)c1	-4	9	/	9	0.7	12	1753	19	-0.0072	15	0.8
CCCn1c(SCC(=O)NC(=O)NCc2ccco2)n[nH]c1=O	0	7	-35	0	1.6	3	1574	-18	/	-11	1.2
O=C(NCc1cccs1)c1ccc(S(=O)(=O)N2CCCCC2)cc1	14	1	-8	0	-0.9	1	1577	-32	1	-6	1.3

Results in Lmaj promast and bIAP act (2 entries from above):
Compound,Lmaj promast,bIAP act
CCCC(=O)N1CCN(c2ccc(NC(=O)C(C)(C)C)cc2)CC1,-7,1
CCOc1ccc(OCC)c(NC(=O)CC2Oc3ccc(C)cc3NC2=O)c1 (stereo not drawn),5,0.9
